# Screening data: PubChem, National Center for Advancing Translational Sciences (NCATS)
# Tb PYK inh = qHTS of Trypanosoma Brucei Inhibitors | pyruvate kinase (Trypanosoma brucei), Q57TT1 | TbPYK enzyme, Kinase-Glo Plus ATP luminescence, 45 min | Potency, µM (titrated, usually from 76.8 µM), for the others: at the top dose activity, negative = inhibition, usual class: inhibitors | 0.12% of 410,000 active | AID 624173, 2012; note: nearly all actives have a fitted effect of over 50% in size
#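 In this concentration-response screen, enzyme-free wells defined baseline while DMSO plates tracked drift. Each reaction combined TbPYK, substrate, compound and 130 uM ADP for 45 min at room temperature. Kinase-Glo Plus luminescence gave the signal.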
# Pf growth 96h = Primary qHTS for delayed death inhibitors of the malarial parasite plastid, 96 hour incubation | P. falciparum luciferase reporter growth, 96 h | Potency, µM (top dose mostly 28.7 µM), for inactives: top-dose activity change, negative = inhibition, hits mostly inhibitors | 6.9% of 320,000 active
#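 Erythrocytes infected with luciferase-expressing P. falciparum were dispensed at 2% hematocrit and 0.05% parasitemia (final), then incubated with compounds 96 hours at 37 C in 5% CO2. Luminescence after detection reagent addition reported growth.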
# Sm TGR block = qHTS Assay for the Inhibitors of Schistosoma Mansoni Peroxiredoxins | purified TGR, DTNB reduction, TNB absorbance 405 nm | Schistosoma mansoni thioredoxin glutathione reductase (TGR), Q962Y6 | Potency, µM (series often up to 114 µM), for the others: at the top dose activity change, negative = inhibition, hits mostly inhibitors | 3% of 360,000 active; note: nearly all actives have a fitted effect of over 60% in size
#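 TGR 20 nM + NADPH 100 uM (dispensed conc.), cpd preinc 15 min RT; start with NADPH (500 uM addition) then DTNB (15 mM addition). Kinetic TNB absorbance, 405 nm filter. Four-parameter Hill fit across titration.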
# HCV inh = qHTS Assay for Inhibitors of Hepatitis C Virus (HCV); Potency, µM (titrated, usually from 41.8 µM), for inactives: top-dose activity change, negative = inhibition, actives largely listed as inhibitors; Huh7.5.1 HCVcc-Cre infection, luciferase reporter, 44 h; 3.4% of 340,000 active
#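 Infectious HCV cell culture screen: compound-treated cells (1,000/well, pre-plated 4 h) are infected with HCVcc-Cre at roughly 0.5 moi and grown 44 h. Infection is quantified by luciferase signal after 15 min substrate incubation at room temperature.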
# Pf growth 48h = Primary qHTS for delayed death inhibitors of the malarial parasite plastid, 48 hour incubation | P. falciparum luciferase growth in erythrocytes, 48 h | 5.9% of 310,000 active | Potency, µM (highest dose often 28.7 µM), for inactives: at the highest dose activity change, negative = inhibition, most hits filed as inhibitors
#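 In quantitative HTS format, infected erythrocytes bearing luciferase-reporter parasites were treated for a single generation at 37 C. Luminescence after adding detection reagent served as the growth measure.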
# LmPK inhibitor = qHTS Assay for Inhibitors of Leishmania Mexicana Pyruvate Kinase (LmPK); Q27686; purified LmPK, Kinase-Glo ATP luminescence, 1 h; Potency, µM (doses to about 57.5 µM), for the others: at the top dose activity change, negative = inhibition, hits mostly inhibitors; 0.37% of 290,000 active; AID 1721, 2009
# Target sequence (Q27686 whole entry, looked up): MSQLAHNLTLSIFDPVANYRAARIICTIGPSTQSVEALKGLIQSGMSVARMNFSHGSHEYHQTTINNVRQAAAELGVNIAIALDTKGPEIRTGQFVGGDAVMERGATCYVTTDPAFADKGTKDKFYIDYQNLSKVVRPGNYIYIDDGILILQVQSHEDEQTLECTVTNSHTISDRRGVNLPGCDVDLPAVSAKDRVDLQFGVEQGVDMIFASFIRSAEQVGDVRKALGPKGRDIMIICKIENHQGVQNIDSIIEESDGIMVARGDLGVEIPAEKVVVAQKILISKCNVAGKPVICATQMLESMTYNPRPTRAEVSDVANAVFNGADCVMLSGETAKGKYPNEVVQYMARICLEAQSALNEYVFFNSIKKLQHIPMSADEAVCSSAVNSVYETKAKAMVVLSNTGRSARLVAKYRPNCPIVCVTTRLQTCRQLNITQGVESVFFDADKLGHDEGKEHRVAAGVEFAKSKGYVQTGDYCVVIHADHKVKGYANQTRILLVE
#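 ATP generated from ADP (0.1 mM) and PEP (0.5 mM) by 0.1 nM LmPK over 1 h at room temperature (pH 7.2 imidazole buffer) was detected by coupled luciferase luminescence. Values were normalized to uninhibited and no-enzyme wells.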
# The depositor's hits bear a star; ? = inconclusive; . = not tested or not shown; & = joins results of further samples; ! = a repeat was not active; [ ] = remark or other dose. Calls come from the whole dose curve; as a rule, active = well fitted curve in the direction sought with a large enough effect; inconclusive = small, poorly fitted or top-dose-only effect, or another doubt; inactive = no such curve, though single readings can be large; an effect the other way counts as inactive or inconclusive. % is set by controls: 0 for no effect and ±100 for the full control effect; potency is the fitted concentration of half-maximal effect.
No. | mol | Tb PYK inh | Pf growth 96h | Sm TGR block | HCV inh | Pf growth 48h | LmPK inhibitor
1 | COc1ccc(/C=C(\C#N)C(=O)Nc2cc(C)c(Cl)cc2OC)cc1O | -1% | 36%[activator] | 0% | ? | 0% | -3%
2 | O=C(COC(=O)CNS(=O)(=O)c1ccc(Br)cc1Cl)Nc1ccc(N2CCOCC2)cc1 | 5% | 18% | -11% | 10% | 9% | .
3 | O=C(CCNS(=O)(=O)c1cccc2nonc12)NCCc1ccc(Cl)cc1 | -3% | ? | -4% | ? | -26% | -6%
4 | COc1ccc(/C=N/NC(=O)c2ccc(F)cc2)cc1CN1CCc2cc(OC)c(OC)cc2C1C (stereo unspecified) | 0% | 21% | 2% | ? | ? | -3%
5 | CCC(=O)c1ccc(O)cc1 | -3%&-9% | 15µM*! | 38%[activator] | 3%[8.37 µM] | 5%&0% | 0%
6 | COc1ccccc1N1CCN(C(=O)C2CCN(S(=O)(=O)c3ccccc3F)CC2)CC1 | 9% | ? | -2% | -6% | ? | .
7 | CCCCn1ccnc1C | -3% | 2% | 13% | 13% | 9% | 1%
8 | CN(C)C(=O)Oc1ccc2ccccc2c1Cl | 9% | 115%[activator] | -15% | 2% | . | 7%
9 | CCOc1ccc(NS(=O)(=O)c2cc(C)c(C)cc2C)cc1 | -7% | 283%[activator] | 12% | -19% | 1% | 2%
10 | NNC(=O)C1COc2cc3ccccc3cc2O1 (stereo unspecified) | 2% | ? | 7% | 8% | ? | -1%
11 | COc1ccc(S(=O)(=O)N2Cc3ccccc3CC2C(=O)N2CCOCC2)cc1OC (stereo unspecified) | 0% | ? | -19% | 4%&13% | -7% | 2%
12 | COc1ccc(NC(=O)C2CC(=O)N(C(C)C)C2)cc1 (stereo unspecified) | 1% | -11% | -17% | -8% | -4% | -4%
13 | CCOc1ccc2cc(S(=O)(=O)N3CCOCC3)ccc2c1 | ? | 242%[activator] | 2% | -5% | 8% | 2%
14 | Cc1cc(NC(=O)/C=C/c2ccco2)ccc1NC(=O)c1ccccc1 | -3% | 33%[activator] | 10µM* | -25% | 19% | 3%
15 | CCc1cccc(C)c1NC(=O)CSc1nnc(-c2ccco2)n1N | 3% | 0% | 1% | 8% | 4% | 0%
16 | Cc1cc2oc(=O)cc(CN3CCN(S(=O)(=O)/C=C/c4ccccc4)CC3)c2cc1C | -2% | ? | 7% | ? | 10µM* | 1%
17 | CC1CCN(c2ccc(C(=O)Nc3nnc(C4CC4)s3)cc2[N+](=O)[O-])CC1 | -5% | 33%[activator] | -10% | 11% | 20% | -1%
18 | Cc1ccc(-c2csc(-c3cc(C)on3)n2)cc1 | -5% | 83%[activator] | 3% | 16% | 244%[activator] | 3%
19 | CCn1c(CNC(=O)c2ccc(OC)c(OC)c2)nnc1SCC(=O)Nc1ccc(OC)cc1 | 2% | ? | 2% | 8% | -19% | 0%
20 | C/C=C\C(=O)Nc1cccc(C2=NOC3(C2)C[C@H](C(N)=O)N(C(=O)Cc2ccc([N+](=O)[O-])cc2)C3)c1 (stereo partly specified) | 1% | 12µM* | -20% | -5% | ? | 1%
21 | COc1ccc2nc(-c3ccccc3)cc(C(=O)OCC(=O)N3CC(C)OC(C)C3)c2c1 (stereo unspecified) | -8% | ? | 3% | ? | 12µM* | .
22 | COc1ccc(S(=O)(=O)Nc2cccnc2)c(C)c1C | 9% | -15% | 3% | 14% | 0% | -2%
23 | COc1ccc(N2CCN(C(=O)c3ccc(SC)cc3OC)CC2)cc1 | -1% | 0% | . | -5% | 15% | 1%
24 | Cc1ccc(OCC(=O)Nc2ccc3oc(=O)ccc3c2)cc1C | 0% | 11% | 6% | ? | 17% | 5%
25 | Cc1ccc2cc(C)c3nnc(SCc4ccc(C(=O)O)cc4)n3c2c1C | -26% | -4% | -18% | 0% | ? | -2%
26 | NC(=O)c1c(NC(=O)C2CCCO2)sc2c1CCC2 (stereo unspecified) | -7% | -4% | 8% | ? | 22% | 3%
27 | CC(C)NCC(O)COCCOc1ccc(C(C)(C)C)cc1 (stereo unspecified) | -3% | ? | -2% | ? | 3% | -1%
28 | COc1cc(NCCCCCCCN)c2ncccc2c1 | -5% | 3.7µM* | -16% | -1% | 2.6µM* | 3%
29 | Cc1ccc(-n2nc3c(=O)n(CCCC(=O)N4CCC(C(N)=O)CC4)nc(C)c3c2C)cc1 | -4% | ? | 0% | -10% | 10µM* | -7%
30 | CC1(C)Cc2c(sc3nc(N/N=C/c4ccccc4)[nH]c(=O)c23)CO1 | 5% | 25% | -12% | 0% | 7% | 1%
31 | CCN(CC(=O)Nc1cccc(OC)c1)CC(=O)Nc1ccc(C)cc1Cl | 4% | 7% | -2% | ? | -11% | -3%
32 | CCOc1ccc(C(CC(=O)O)NC(=O)C(Sc2ccccc2)c2ccccc2)cc1 (stereo unspecified) | 2% | 0% | 22% | 20% | 1% | 0%[11.5 µM]
33 | Cc1c(NC(=O)CN2C(=O)NC3(CCCC3)C2=O)c(=O)n(-c2ccccc2)n1C | 1% | 5% | 10% | -3% | 12% | 6%
34 | O=C(Nc1ccc2c(c1)OCCO2)C1CCN(C(=O)c2ccc(Br)cc2)CC1 | -4% | 2.6µM* | -8% | -20% | -2% | 2%
35 | COc1ccc(OC)c(NC(=O)C2C(C(=O)O)C3(Cl)C(Cl)=C(Cl)C2(Cl)C3(Cl)Cl)c1 (stereo unspecified) | -6% | 87%[activator] | ? | -12% | 11% | 1%
36 | COc1ccc(S(=O)(=O)N2CCCC(C(=O)N3CCOCC3)C2)cc1Cl (stereo unspecified) | 1% | -29% | 6% | 0% | ? | 0%
37 | O=C(Nc1cccc([N+](=O)[O-])c1)N1CCc2ccccc2C1 | 0% | -29% | -15% | -17% | 93%[activator] | 5%
38 | COc1ccc(CN(C(=O)c2snc(C(N)=O)c2N)C(C(=O)NC2CCCC2)c2ccc(OC)cc2)cc1 (stereo unspecified) | 0% | -30% | 7% | ? | ? | -4%
39 | Brc1ccc(C2=Nn3c(nnc3-c3cccnc3)SC2)s1 | -11% | ? | 2% | 0% | 26% | 6%
40 | CCN(CC)S(=O)(=O)c1ccc(C)c(NC(=O)CN(C)C)c1 | 7% | -5% | -9% | 3% | -7% | 2%
41 | O=C(C1CCN(S(=O)(=O)N2CCOCC2)CC1)N1CCN(Cc2ccc3c(c2)OCO3)CC1 | -4% | -20% | -27% | -26% | -30% | 5%
42 | Cc1onc(-c2ccccc2Cl)c1C(=O)NCc1nnnn1-c1ccc(F)cc1 | -9% | ? | 4% | -4%[8.37 µM] | ? | .
43 | O=C(CNCc1ccccn1)N1CCc2ccccc2C1 | 9% | ? | 0% | -3% | ? | -4%
44 | COc1ccc(-c2csc(NC(=O)CN3C(=O)NC4(CCCC4)C3=O)n2)c(OC)c1 | -4% | -3% | -1% | 5% | 2% | .
45 | CC(=O)N1c2ccc(S(=O)(=O)N3CCC(C(=O)NCc4ccccc4Cl)CC3)cc2CC1C (stereo unspecified) | 0% | 9.3µM* | 0% | 9% | ? | -2%
46 | Cc1ccc(S(=O)(=O)N2CCOCC2)cc1NC(=O)COC(=O)CCC(=O)c1ccc(F)cc1 | 1% | 1% | -32% | 34%[activator] | 24% | .
47 | COc1ccc(C)c2sc(N(CCN(C)C)C(=O)/C=C/c3cccs3)nc12 | -4% | ? | -6% | 14µM* | ? | -5%
48 | COc1ccc(/C=C2\SC(=S)N(C(C)C(=O)NC3C=CS(=O)(=O)C3)C2=O)cc1 (stereo unspecified) | -20% | 27% | -6% | ? | 33%[activator] | 3%
49 | COc1cccc(/C=N/N2CCN(c3ccc(Cl)cc3)CC2)c1OC | 2% | ? | 11% | ? | -4% | 11%
50 | CC(=O)CSc1nc2cc3c(cc2cc1C#N)OCCO3 | -4% | 167%[activator] | 11% | -20% | 383%[activator] | 7%

# (list continues)
No. | mol | Tb PYK inh | Pf growth 96h | Sm TGR block | HCV inh | Pf growth 48h | LmPK inhibitor
51 | O=C(NCCS(=O)(=O)NCc1ccc(F)cc1)c1ccccc1 | -1% | 0% | -1% | -3%[8.37 µM] | -2% | .
52 | CCOc1ccc2nc(C)cc(Nc3ccc4c(c3)OCCO4)c2c1 | 0% | 2.6µM* | -29% | -29% | ? | 1%
53 | Cc1ccc(C(=O)Nc2c3c(nn2C(C)(C)C)CS(=O)(=O)C3)cc1C | -1% | 45%[activator] | -13% | -8% | 2% | 0%
54 | C/C(=C\C(=O)c1ccc(F)cc1)Nc1ccc(N2CCOCC2)cc1 | 0% | . | -8% | ? | -10% | 1%
55 | CC1CCCCN1CCCNC(=O)CCCN1C(=O)c2cccnc2Sc2ccccc21 (stereo unspecified) | 0% | ? | 0% | 6% | 12% | -12%
56 | N#Cc1ccc(-c2ccc(F)cc2)nc1Oc1ccc(F)cc1 | 0% | 35%[activator] | 7% | -25% | 32%[activator] | 2%
57 | CCOc1cc(/C=C2\SC(=NC)N(C)C2=O)cc(Cl)c1OC(C)=O | 3% | 8% | 0% | ? | 12%[0.00184 µM] | 0%
58 | CC1CCN(C(=O)CCc2ccc(S(=O)(=O)NC(C)(C)C)cc2)CC1 | 0% | ? | -6% | -4% | . | 1%
59 | CNc1nc2c(C)cccn2c(=O)c1C=Nc1ccc(OC)cc1 | -3% | 30% | -3% | -11% | 29% | -2%

# Structures from the list above that contain a Cl atom, in the order listed:
No. | mol | Tb PYK inh | Pf growth 96h | Sm TGR block | HCV inh | Pf growth 48h | LmPK inhibitor
1 | COc1ccc(/C=C(\C#N)C(=O)Nc2cc(C)c(Cl)cc2OC)cc1O | -1% | 36%[activator] | 0% | ? | 0% | -3%
2 | O=C(COC(=O)CNS(=O)(=O)c1ccc(Br)cc1Cl)Nc1ccc(N2CCOCC2)cc1 | 5% | 18% | -11% | 10% | 9% | .
3 | O=C(CCNS(=O)(=O)c1cccc2nonc12)NCCc1ccc(Cl)cc1 | -3% | ? | -4% | ? | -26% | -6%
8 | CN(C)C(=O)Oc1ccc2ccccc2c1Cl | 9% | 115%[activator] | -15% | 2% | . | 7%
31 | CCN(CC(=O)Nc1cccc(OC)c1)CC(=O)Nc1ccc(C)cc1Cl | 4% | 7% | -2% | ? | -11% | -3%
35 | COc1ccc(OC)c(NC(=O)C2C(C(=O)O)C3(Cl)C(Cl)=C(Cl)C2(Cl)C3(Cl)Cl)c1 (stereo unspecified) | -6% | 87%[activator] | ? | -12% | 11% | 1%
36 | COc1ccc(S(=O)(=O)N2CCCC(C(=O)N3CCOCC3)C2)cc1Cl (stereo unspecified) | 1% | -29% | 6% | 0% | ? | 0%
42 | Cc1onc(-c2ccccc2Cl)c1C(=O)NCc1nnnn1-c1ccc(F)cc1 | -9% | ? | 4% | -4%[8.37 µM] | ? | .
45 | CC(=O)N1c2ccc(S(=O)(=O)N3CCC(C(=O)NCc4ccccc4Cl)CC3)cc2CC1C (stereo unspecified) | 0% | 9.3µM* | 0% | 9% | ? | -2%
49 | COc1cccc(/C=N/N2CCN(c3ccc(Cl)cc3)CC2)c1OC | 2% | ? | 11% | ? | -4% | 11%
57 | CCOc1cc(/C=C2\SC(=NC)N(C)C2=O)cc(Cl)c1OC(C)=O | 3% | 8% | 0% | ? | 12%[0.00184 µM] | 0%
